Bioassay records: PubChem, National Center for Advancing Translational Sciences (NCATS)
KB-3-1 cytotox: kills parental KB-3-1 adenocarcinoma cells; KB-3-1 viability, CellTiter-Glo ATP luminescence, 72 h; Potency, µM (highest dose often 46.1 µM), for inactives: at the highest dose activity change, negative = cytotoxic, usual class: cytotoxic; 400,000 tested, 1.4% active; AID 1347075; note: nearly all actives have a fitted effect of over 60% in size
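KB-3-1 parental drug-naive adenocarcinoma cells in DMEM/10% FBS, incubated 72 h at 37 C with pin-transferred compounds across a concentration series. Viability by CellTiter-Glo luminescence; concentration-response curves fitted after normalization.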
KB-V1 MDR tox: KB-V1 MDR subline cytotoxicity. KB-V1 MDR cells viability, CellTiter-Glo, 72 h. Potency, µM (highest dose often 46.1 µM), without a hit: top-dose activity change, negative = cytotoxicity, hits mostly cytotoxic. 400,000 tested, 3.4% active. AID 1347076; note: nearly all actives have a fitted effect of over 60% in size
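Potencies derive from concentration-effect curves fitted to normalized luminescence (CellTiter-Glo) of KB-V1 cells treated for 72 h at 37 degrees C in phenol-red-free DMEM containing 10% FBS.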
ATXN2 expr inh: reduces ATXN2 reporter expression in HEK-293 cells | HEK-293 ATXN2-luciferase reporter, luminescence, 24 h | Potency, µM (series often up to 57 µM), inactives show top-dose activity change, negative = inhibition, hits mostly inhibitors | 360,000 tested, 0.72% active; note: nearly all actives have a fitted effect of over 55% in size
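qHTS (up to 57 uM final) was run with 24 h compound exposure of reporter cells at 37 °C. Each well was multiplexed: SteadyGlo luminescence measured ATXN2-luciferase expression after a fluorogenic Gly-Phe-AFC viability readout (25 uM final).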
Starred values were filed as active, the others as inactive; ? = inconclusive; & = joins results of further samples; [ ] = another dose, or the depositor's remark. Calls come from the whole dose curve; as a rule, active = well fitted curve in the direction sought with a large enough effect; inconclusive = small, poorly fitted or top-dose-only effect, or another doubt; inactive = no such curve, though single readings can be large; an effect the other way counts as inactive or inconclusive. % is set by controls: 0 for no effect and ±100 for the full control effect; potency is the fitted concentration of half-maximal effect. Only part of the results is shown. The share of hits here may be higher or lower than overall.

Each structure is followed by: KB-3-1 cytotox, KB-V1 MDR tox, ATXN2 expr inh
COc1ccc(CNC(=O)C2CCC(CNS(=O)(=O)c3ccc4c(c3)CCCC(=O)N4)CC2)cc1 (stereo not given)
    1%, 23%, 5%
COC(=O)c1ccc(NC(=O)Cc2coc3cc(C)ccc23)cc1
    -1%, -13%, -16%
COc1ccc(S(=O)(=O)c2c(Nc3ccc(F)cc3)sc(C(=O)c3ccc(C)cc3C)c2N)cc1
    ?, -15%, ?
COCCCNC(=O)C1CCN(Cc2cc3ccccc3n2Cc2ccccc2C)CC1
    1%, -13%, 0%
O=C(Nc1cccc(C(F)(F)F)c1)C1CCN(c2nnc(-n3cccc3)s2)CC1
    -18%, 13%, 1%
N#C/C(=C\c1ccccc1)C(=O)Nc1sc2c(c1C(N)=O)CCC2
    -7%, 10%, 6%
CC(=O)c1ccc(NC(=O)c2ccc(-c3nc(COc4ccc(C)cc4)c(C)o3)cc2)cc1
    -1%, -24%, 2%
CCn1c(C)c(C2N3CC4(C)CN2CC(C)(C3)C4=O)c2ccccc21 (stereo not given)
    10%, 16%, 4%
CC(=O)c1c(C)oc2c(Cl)cc(NS(=O)(=O)c3cc(C)c(C)cc3C)cc12
    14%, 13%, -11%
COCCn1c(C)cc(O)c(C(c2ccccc2)N2CCN(c3ccc(F)cc3)CC2)c1=O (stereo not given)
    1%, -22%, -29%
CCn1c(CN2CCCCC2)nc2cc(NC(=O)c3cc(OC)c(OC)c(OC)c3)ccc21
    0%, -1%, -12%
Cc1cc(C)cc(Oc2nc3c(C)cccn3c(=O)c2/C=C(\C#N)c2nc3ccccc3[nH]2)c1
    2%, 19%, 0%
CC(=O)NCCCNC(=S)NCCCN(Cc1ccc(Cl)cc1)c1ccc(Br)cn1
    -5%&-24%, -19%&-12%, ?
COc1cc(C2c3c(-c4cc(C)ccc4O)n[nH]c3C(=O)N2CCCO)ccc1OCCC(C)C (stereo not given)
    8%, 9%, ?
Cc1ccc(C(=O)Nc2ccc3nc(N4CCCCC4)cc(C)c3c2)cc1F
    -20%, -18%, -17%
O=C(COc1ccccc1)NCCc1csc(-c2ccc(Cl)cc2)n1
    0%, -17%, -18%
CCc1nc(SC)ncc1C(=O)NCc1cccc(Br)c1
    -6%, 2%, -1%
Cc1ccccc1Cn1c(CN2CCC(C(=O)NCCc3ccccc3)CC2)cc2ccccc21
    -7%, -2%, -5%
COCCOC(=O)C1=C(C)NC(=O)NC1c1cn(-c2ccccc2)nc1-c1ccccc1 (stereo not given)
    3%, 0%, 8%
CCCC12CN3CC(CCC)(CN(C1)C3c1c(C)[nH]c(=O)[nH]c1=O)C2=O (stereo not given)
    -12%, -23%, 7%

Rewritten with each value named: entries from further up
SMILES: CCCC12CN3CC(CCC)(CN(C1)C3c1c(C)[nH]c(=O)[nH]c1=O)C2=O (stereo not given)
- KB-3-1 cytotox: -12%
- KB-V1 MDR tox: -23%
- ATXN2 expr inh: 7%

SMILES: CCn1c(CN2CCCCC2)nc2cc(NC(=O)c3cc(OC)c(OC)c(OC)c3)ccc21
- KB-3-1 cytotox: 0%
- KB-V1 MDR tox: -1%
- ATXN2 expr inh: -12%

SMILES: O=C(Nc1cccc(C(F)(F)F)c1)C1CCN(c2nnc(-n3cccc3)s2)CC1
- KB-3-1 cytotox: -18%
- KB-V1 MDR tox: 13%
- ATXN2 expr inh: 1%

SMILES: COCCOC(=O)C1=C(C)NC(=O)NC1c1cn(-c2ccccc2)nc1-c1ccccc1 (stereo not given)
- KB-3-1 cytotox: 3%
- KB-V1 MDR tox: 0%
- ATXN2 expr inh: 8%

Remaining list, next part.
Each structure is followed by: KB-3-1 cytotox, KB-V1 MDR tox, ATXN2 expr inh
O=C(Cn1cnc2nc3c(cc2c1=O)CCCC3)N1CCN(c2ccccc2)CC1
    -3%, ?, 13%
COc1ccc(Br)c(C(=O)Nc2cc3c(cc2N2CCCCC2)n(C)c(=O)c(=O)n3C)c1
    8%, 3%, -2%
Cc1cccc(NC(=O)CSc2cc(C)c3ccccc3n2)c1
    -18%, ?, 98%[activator]
Cc1ccc2nc(CN3CCN(C(=O)Nc4ccc(C)c(F)c4)CC3)oc2c1
    0%, -4%, 0%
CCOc1ccc(S(=O)(=O)Nc2cccc(-c3ccc(OCC)nn3)c2)cc1
    -7%, -23%, 0%
CCCSc1nnc2n(-c3cccc(C)c3)c(=O)c3c4c(sc3n12)CCCC4
    ?, 23µM*, -9%
CCOC(=O)c1scc(-c2ccc(C)cc2)c1S(=O)(=O)Nc1cc(Cl)ccc1OC
    -5%, -12%, -15%
CCCC(=O)Nc1ccc(-c2nc3ncccc3o2)cc1C
    16%, -3%, 9%
CC(=O)[C@@]1(O)Cc2c(O)c3c(c(O)c2[C@H](O[C@H]2C[C@H](N)[C@H](O)[C@H](C)O2)C1)C(=O)c1ccccc1C3=O
    0.18µM*, ?, -74%
O=C(CN(c1ccc(Cl)c(C(F)(F)F)c1)S(=O)(=O)c1ccccc1)N1CCc2ccccc2C1
    -23%, -26%, -1%
Cc1ccc(NC(=O)c2nn(C)c3c2CS(=O)(=O)c2ccccc2-3)c(Cl)c1
    2%, 23%, 1%
COc1ccccc1NC(=O)NCc1cccn1Cc1ccccc1
    -8%, 2%, 6%
CC1CCN(C(=O)Cn2c(=O)n(CC3CCC(C(=O)NC(C)C)CC3)c(=O)c3sccc32)CC1 (stereo not given)
    -2%, 1%, 5%
CCOCCc1nnc(NC(=O)C(=O)c2cc(C)n(-c3ccc(C)cc3C)c2C)s1
    0%, 0%, 16%
COC(=O)c1cnn(-c2ccc(C(=O)Nc3ccc(OC(F)(F)F)cc3)cc2)c1N
    -9%, 1%, -26%
CCOC(=O)c1ccc(NC(=O)c2ncn(-c3ccccc3)n2)cc1
    -18%, -2%, 3%
COc1cc2c(cc1OC)C(c1ccc(Cl)cc1)N(c1cccc(C#N)c1)C(=O)C2 (stereo not given)
    -9%, 6%, -22%
CCOc1ccc(C(=O)NCCc2csc(-c3cccc(F)c3)n2)cc1OCC
    -3%, -24%, -19%
Cc1ccc(OCc2ccc(-c3nc(C#N)c(N4CCN(c5cccc(Cl)c5)CC4)o3)o2)cc1
    5%, 5%, 0%
CC(=O)N1CCCc2cc(S(=O)(=O)N3CCC(C(=O)NCc4ccccc4Cl)CC3)ccc21
    -15%, ?, 1%

Additional compounds:
Each structure is followed by: KB-3-1 cytotox, KB-V1 MDR tox, ATXN2 expr inh
Cc1ccc(-n2ncc3c(NC4CCCC4)ncnc32)cc1
    21%, 5%, -5%
Cc1ccc2nc(/C(C#N)=C/c3ccc(-c4ccc(F)cc4F)o3)[nH]c2c1
    0%, 2%, ?
COc1ccc(-c2coc3c2c(C)cc2oc(=O)cc(C)c23)cc1
    9%, 5%, 3%
Cc1ccc(C)c(N2CCN(C(=O)C3CCN(Cc4nc(-c5cccc(Cl)c5)oc4C)CC3)CC2)c1
    ?, 0%, -6%
COc1ccccc1N1CCN(c2cc(C)nc3nc(-c4ccc(Cl)cc4)nn23)CC1
    3%, ?, 12%
COc1ccc(Nc2oc(/C=C/c3cccc(OC)c3)nc2C#N)cc1
    8%, 0%, 12%
Cn1c(=O)cc(SCC(=O)N2CCN(c3ccccc3F)CC2)c2ccccc21
    -5%, 0%, -11%
Cn1c(=O)c2sccc2n2c(CCCC(=O)Nc3ccc(Cl)cc3)nnc12
    4%, 3%, -20%
COc1cc2c(cc1OC)C(COc1ccc(C(C)C)cc1)N(C(=O)COc1ccccc1)CC2 (stereo not given)
    -4%, ?, -37%
CCC(=O)N1c2ccccc2CC1C(=O)N1CCN(c2ccccc2F)CC1 (stereo not given)
    1%, 0%, -5%
CC(C)c1ccc(NS(=O)(=O)c2ccc3[nH]cc(C(=O)NC4CCCC4)c(=O)c3c2)cc1
    -1%, ?, ?
CCn1c(=O)n(CC)c2cc(N3CCCCC3)c(NC(=O)Nc3cc(Cl)ccc3OC)cc21
    8%, -20%, -9%
NS(=O)(=O)c1ccc(NC(=O)COc2ccc(S(=O)(=O)NC3CCCCC3)cc2)cc1
    1%, 2%, 0%
CCc1ccccc1NS(=O)(=O)c1ccc2c(c1)CC(=O)N2
    -6%, -15%, 2%
Cc1ccc2c(c1)-c1c(c(C(=O)NCCc3ccccc3)nn1C)CS2
    -1%, -40%, -21%
CC(=O)N1CCCc2cc(S(=O)(=O)N3CCN(c4ccc(F)cc4)CC3)ccc21
    8%, -15%, -18%
Cc1ccc(NC(=O)NCCOCCn2c(=O)oc3ccccc32)cc1F
    13%, 10%, -20%
COc1ccc(CNC(=O)c2ccc(NC(=O)N3CC4CCCN4c4ccccc43)cc2)cc1 (stereo not given)
    -6%, -8%, 3%
Cc1ccc(C)c(CN2C(=O)CSc3ccc(C(=O)NCc4ccc(F)cc4)cc32)c1
    11%, 1%, -12%
CCN1CCN(C(=O)c2ccc3c(c2)N(Cc2ccccc2F)C(=O)c2ccccc2S3=O)CC1 (stereo not given)
    -2%, 21%, 4%

Further compounds follow.
SMILES | KB-3-1 cytotox | KB-V1 MDR tox | ATXN2 expr inh
COc1cc(OC)c(N(C)C(=O)c2c(C)oc3ncn(CC(C)C)c(=O)c23)cc1Cl | 6% | -1% | -6%
Cc1cccc(N(CC(=O)Nc2ccc(Br)cc2)S(C)(=O)=O)c1C | 1% | -38% | 0%
COc1ccc(C(=O)NCCc2csc(-c3ccc(Cl)cc3)n2)c(OC)c1 | -4% | -8% | ?
CCOc1cc(CNC(=O)Cn2c(-c3cccs3)cc3cc(F)ccc32)ccc1OC | -1% | 12µM* | -16%
CC(C)Sc1ncc(Cl)c(C(=O)Nc2c(C(=O)Nc3ccccc3)oc3ccccc23)n1 | 1% | 5% | 2%
CN(C)c1ccc(CNC(=O)c2cc3ccccn3n2)cc1 | 12% | 0% | 31%
CCN(C(=O)Cn1c(C(=O)OC)cc2sccc21)c1cccc(C)c1 | -6% | -2% | -14%
Cc1ccc(SCC(=O)Nc2ccc3oc(-c4cccc(C)c4)nc3c2)cc1 | -7% | 0% | 8%
Cc1ccc(S(=O)(=O)Cc2ccc(C(=O)N3CCN(c4cccc(Cl)c4)CC3)o2)cc1 | ? | 5.8µM* | ?
Cc1ccc(C(=O)Nc2c(C(=O)Nc3ccc(C)c(C)c3)sc3nc(C)cc(C)c23)cc1 | ? | ? | 132%[activator]

The list goes on.
SMILES | KB-3-1 cytotox | KB-V1 MDR tox | ATXN2 expr inh
CCOC(=O)c1c(NC(=O)/C=C/c2ccc(OCC)cc2)sc(C)c1C | 1% | -8% | 5%
Clc1ccc(CCNC(c2nnc(-c3ccccc3)o2)c2ccccc2Cl)cc1 (stereo not given) | -9% | ? | -9%
Cc1cc(C)cc(NC(=O)Cn2cc(S(=O)(=O)NC(C)(C)C)c(S(=O)(=O)NC(C)(C)C)c2)c1 | ? | ? | ?
CCN(Cc1ccccc1)S(=O)(=O)c1ccc2c(c1)CC(C)N2C(=O)C1CCC1 (stereo not given) | ? | ? | ?
Cc1nc(-c2cccc(NC(=O)Nc3ccc([N+](=O)[O-])cc3)c2)no1 | ? | -16% | 13µM*
O=C(Nc1ccc(F)cc1F)C1CCN(C(=O)c2cnn(-c3ccccc3)c2-n2cccc2)CC1 | -5% | -8% | -11%
CN(CC(=O)Nc1ccc(Br)cc1)S(=O)(=O)c1cccc2nsnc12 | 1% | 1% | ?
Cc1nn(-c2ccccc2)c2nc(C3CC3)cc(C(=O)Nc3ccc(F)cc3)c12 | 5% | -16% | -8%
COc1ccc(N2CCN(C(=O)C(C)n3c(=O)cc(C(F)(F)F)c4c(C)nn(C)c43)CC2)cc1 (stereo not given) | 1% | 0% | 1%
COc1ccccc1OCC(=O)NCC(c1ccc(Cl)cc1)N1CCOCC1 (stereo not given) | 20% | -21% | -7%

Next records:
SMILES | KB-3-1 cytotox | KB-V1 MDR tox | ATXN2 expr inh
O=S(=O)(NCC(c1ccccc1)N1CCc2ccccc21)c1ccc(Cl)cc1 (stereo not given) | -3% | ? | ?
COC(=O)c1sccc1S(=O)(=O)N(CC(=O)Nc1ccc(C)cc1)c1ccccc1 | -9% | -22% | 16%
CCOc1ccc(CCNC(=O)c2cc3c(s2)-c2ccccc2OC3)cc1OCC | 3% | ? | ?
CCOC(=O)c1c(Nc2cccc(C)c2)nnc(-c2ccccc2)c1-c1ccccc1 | 16µM* | ? | ?
COCCCNC(=O)c1c(NC(=O)c2cc(=O)c3ccccc3o2)sc2c1CCCC2 | 1% | -26% | 33%[activator]
CC(=O)c1cccc(NC(=O)Cc2ccc(NC(=O)N3CCCCc4ccccc43)cc2)c1 | -24% | -3% | 1%
CC(=O)N1c2ccc(S(=O)(=O)N3CCN(c4cccc(Cl)c4)CC3)cc2CC1C (stereo not given) | -16% | 3% | -16%
Cc1ccc(S(=O)(=O)N2CCCc3cc(NC(=O)c4ccc(F)c(F)c4)ccc32)cc1 | 2% | -1% | -8%
